# Bioassay records (PubChem BioAssay)
# ROS inducer = ROS inducers in U2OS cancer cells, primary screen, cell-based, H2DCF-DA fluorescence | U2OS ROS induction | ROS induction (% of piperlongumine), % at 10 µM | hit rate 2% among 46,000; in the data active means ROS induction above about 79%, passing the limit was not always enough;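 further: 0% = DMSO vehicle median and 100% = reference compound median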
# * = called active by the depositor. A portion of the library; count on the stated rates, not on these rows.
CC(C)NC(=O)N(C)C[C@@H]1Oc2ccc(NC(=O)C3CCCCC3)cc2C(=O)N([C@@H](C)CO)C[C@@H]1C
- ROS inducer: -7
Cc1noc(C)c1S(=O)(=O)Nc1cccc2c1O[C@H](CN(C)S(=O)(=O)c1ccc(F)cc1)[C@H](C)CN([C@H](C)CO)C2=O
- ROS inducer: -9
Cc1ccc(CSCC2COC(c3cccs3)=N2)cc1 (configuration not stated)
- ROS inducer: 0
C[C@H]1CN([C@@H](C)CO)C(=O)Cc2cc(NC(=O)Nc3ccc(C(F)(F)F)cc3)ccc2O[C@H]1CN(C)Cc1ccc(Oc2ccccc2)cc1
- ROS inducer: 11
FC(F)(F)c1cccc(NC(=S)Nc2cc(-c3cccs3)[nH]n2)c1
- ROS inducer: -7
C[C@@H]1CN([C@@H](C)CO)C(=O)c2cccc(NC(=O)C3CCOCC3)c2O[C@@H]1CN(C)Cc1ccc2c(c1)OCO2
- ROS inducer: 2
C[C@@H]1CCCCO[C@H](CN(C)C(=O)c2ccccc2)[C@@H](C)CN([C@H](C)CO)C(=O)c2cc(NC(=O)Nc3cccc4ccccc34)ccc2O1
- ROS inducer: -12
Cc1ccc(S(=O)(=O)Nc2ccc3c(c2)C(=O)N([C@@H](C)CO)C[C@@H](C)[C@H](CN(C)C(=O)Nc2c(C)noc2C)O3)cc1
- ROS inducer: -4
Cc1ccc(S(=O)(=O)N(C)C[C@@H]2Oc3ccc(NC(=O)Cc4ccccc4)cc3C(=O)N([C@H](C)CO)C[C@@H]2C)cc1
- ROS inducer: 9
C[C@@H]1CN([C@H](C)CO)C(=O)Cc2cc(NC(=O)Nc3ccccc3)ccc2O[C@H]1CN(C)Cc1ccc(-c2ccccc2)cc1
- ROS inducer: 19
CC(C)NC(=O)N(C)C[C@@H]1Oc2c(NC(=O)Nc3ccccc3)cccc2C(=O)N([C@@H](C)CO)C[C@H]1C
- ROS inducer: 5
O=C1NC(c2ccc(Br)cc2)Oc2ccccc21 (configuration not stated)
- ROS inducer: 36
CC1CCN(C(=O)Cn2cc(SCC(=O)N3CCc4ccccc43)c3ccccc32)CC1
- ROS inducer: 13
COc1ccc(S(=O)(=O)Nc2ccc3c(c2)CC(=O)N([C@@H](C)CO)C[C@@H](C)[C@@H](CN(C)C(=O)Nc2ccccc2)O3)cc1
- ROS inducer: 1
C[C@H]1CN([C@@H](C)CO)C(=O)c2cccc(NS(=O)(=O)c3ccccc3)c2O[C@H]1CN(C)S(=O)(=O)c1ccc(F)cc1
- ROS inducer: -2

# The final four records of the section above open the next one.
O=C1NC(c2ccc(Br)cc2)Oc2ccccc21 (configuration not stated)
- ROS inducer: 36
CC1CCN(C(=O)Cn2cc(SCC(=O)N3CCc4ccccc43)c3ccccc32)CC1
- ROS inducer: 13
COc1ccc(S(=O)(=O)Nc2ccc3c(c2)CC(=O)N([C@@H](C)CO)C[C@@H](C)[C@@H](CN(C)C(=O)Nc2ccccc2)O3)cc1
- ROS inducer: 1
C[C@H]1CN([C@@H](C)CO)C(=O)c2cccc(NS(=O)(=O)c3ccccc3)c2O[C@H]1CN(C)S(=O)(=O)c1ccc(F)cc1
- ROS inducer: -2
CCc1ccc(OCC(=O)Nc2ccc3oc(-c4ccccc4)nc3c2)cc1
- ROS inducer: 9
Cc1ccc(S(=O)(=O)N(C)C[C@H]2Oc3ccc(NS(=O)(=O)c4cccs4)cc3C(=O)N([C@@H](C)CO)C[C@H]2C)cc1
- ROS inducer: -8
C[C@@H]1CN([C@@H](C)CO)C(=O)c2cccc(NS(C)(=O)=O)c2O[C@H]1CN(C)C(=O)NC1CCCCC1
- ROS inducer: -5
CCc1nc2oc(C(=O)c3ccccc3)c(N)c2c2c1COC(C)(C)C2
- ROS inducer: 46
CCc1ccc(OC(=O)c2ccc(C)cc2)cc1
- ROS inducer: -4
CC1CS(=O)(=O)CCN1/N=C/c1ccc([N+](=O)[O-])o1 (configuration not stated)
- ROS inducer: -1
Cc1nc2ccccc2c(=O)n1NCc1cccs1
- ROS inducer: 5
CC(C)NC(=O)N(C)C[C@H]1Oc2ccc(NC(=O)CCCCCC(=O)Nc3ccccc3N)cc2C(=O)N([C@H](C)CO)C[C@@H]1C
- ROS inducer: -2
O=CN1CCN(CC(O)Cn2c3ccccc3c3ccccc32)CC1 (configuration not stated)
- ROS inducer: 3
O=C(O)CCCC[C@@H]1SC[C@@H]2NC(=O)N[C@@H]21
- ROS inducer: -11
Cc1ccc(-c2ccc(CCC(=O)O)n2-c2cc(C)cc(C)c2)cc1
- ROS inducer: 0
CCOc1ccccc1N(C)C(=O)c1cc(S(=O)(=O)N(CC)c2ccccc2)ccc1F
- ROS inducer: 11
COc1ccc(NC(=O)N(C)C[C@@H]2Oc3ccc(NC(=O)C4CC4)cc3CC(=O)N([C@H](C)CO)C[C@H]2C)cc1
- ROS inducer: 120*
C[C@@H]1CN([C@H](C)CO)C(=O)Cc2cc(NS(=O)(=O)c3ccc(Cl)cc3)ccc2O[C@H]1CN(C)C(=O)Nc1ccc(C(F)(F)F)cc1
- ROS inducer: 46
CCOc1ccc(NC(=O)c2cc(-c3ccc(F)cc3)[nH]c2C)cc1
- ROS inducer: 14

CC(C)NC(=O)Nc1cccc2c1O[C@H](CN(C)C)[C@H](C)CN([C@@H](C)CO)C2=O
- ROS inducer: -5
C[C@H](CO)N1C[C@H](C)[C@H](CN(C)C(=O)Nc2cccc3ccccc23)Oc2ccc(NC(=O)Nc3ccc(C(F)(F)F)cc3)cc2C1=O
- ROS inducer: -9
COc1ccc(NC(=O)N(C)C[C@@H]2Oc3c(NC(=O)Nc4ccc5c(c4)OCO5)cccc3C(=O)N([C@H](C)CO)C[C@@H]2C)cc1
- ROS inducer: 7
CC(NC(=O)c1ccncc1)c1ccccc1 (configuration not stated)
- ROS inducer: -12
C[C@@H]1CCCCO[C@@H](CN(C)C(=O)c2ccccc2)[C@@H](C)CN([C@H](C)CO)C(=O)c2cc(NC(=O)Nc3ccccc3)ccc2O1
- ROS inducer: 24
O=C(CN1CCOCC1)Nc1sc2c(c1C(=O)Nc1ccc(Br)cc1)CCC2
- ROS inducer: 25
COc1ccc(S(=O)(=O)Nc2cccc3c2O[C@H](CN(C)CC2CCCCC2)[C@H](C)CN([C@@H](C)CO)C3=O)cc1
- ROS inducer: 7
CCSc1nc2sc3c(c2c(=O)n1CC)CCc1ccccc1-3
- ROS inducer: -12
Cc1ccccc1S(=O)(=O)N(C)C[C@H]1OCc2cn(nn2)CCCC(=O)N([C@@H](C)CO)C[C@H]1C
- ROS inducer: -27
Cc1cc(=O)n2nc(N(C)CC(=O)N3CCCCC3)sc2n1
- ROS inducer: -2
C[C@H](CO)N1C[C@H](C)[C@@H](CN(C)C(=O)NC2CCCCC2)Oc2ccc(NC(=O)NC3CCCCC3)cc2C1=O
- ROS inducer: 1
Cc1cc(C(=O)Nc2cccc3c2O[C@H](CN(C)S(=O)(=O)c2ccc(Cl)cc2)[C@H](C)CN([C@H](C)CO)C3=O)n(C)n1
- ROS inducer: -6
C=CCNS(=O)(=O)c1cccc2nonc12
- ROS inducer: 2
CCN1C(=O)CS/C1=N\N1CCOCC1
- ROS inducer: 2
CC(=O)Nc1nonc1-c1nc2ccccc2n1Cc1ccc(Cl)cc1Cl
- ROS inducer: 65

Cc1ccc(S(=O)(=O)N(C)C[C@@H]2Oc3c(NC(=O)Nc4c(C)noc4C)cccc3C(=O)N([C@H](C)CO)C[C@@H]2C)cc1
- ROS inducer: -1
O=C(O)COc1ccc(NC(=O)c2cccc(I)c2)cc1
- ROS inducer: -7
COc1ccc(NC(=O)N(C)C[C@H]2Oc3c(NS(=O)(=O)c4ccc(F)cc4)cccc3C(=O)N([C@@H](C)CO)C[C@@H]2C)cc1
- ROS inducer: -12
COc1cc(/C=N\n2cn[nH]c2=S)cc(OC)c1OC
- ROS inducer: -13
Cc1noc(C)c1S(=O)(=O)N(C)C[C@@H]1Oc2ccc(NC(=O)Cc3ccccc3)cc2CC(=O)N([C@@H](C)CO)C[C@@H]1C
- ROS inducer: 5
C[C@H]1CN([C@@H](C)CO)C(=O)Cc2cc(NC(=O)Cc3ccccc3)ccc2O[C@@H]1CN(C)C(=O)Nc1cccc2ccccc12
- ROS inducer: 0
C[C@@H]1CCCCO[C@@H](CN(C)S(=O)(=O)c2ccccc2)[C@@H](C)CN([C@H](C)CO)C(=O)c2cc(N(C)C)ccc2O1
- ROS inducer: 10
C[C@@H]1CN([C@@H](C)CO)C(=O)c2cccc(NS(=O)(=O)c3cn(C)cn3)c2O[C@H]1CN(C)C(=O)Nc1ccc2c(c1)OCO2
- ROS inducer: -11
CC1(C)CC(=O)c2cc(C(=O)NCCCN3CCOCC3)c(=O)n(-c3ccccc3)c2C1
- ROS inducer: 66
C[C@H]1CN([C@@H](C)CO)C(=O)c2cc(NS(=O)(=O)c3ccccc3)ccc2O[C@@H]1CN(C)C(=O)Nc1ccccc1
- ROS inducer: -4
CNC[C@H]1Oc2ccc(NS(=O)(=O)c3ccc(F)cc3)cc2C(=O)N([C@H](C)CO)C[C@@H]1C
- ROS inducer: -7
CCCN(CCC)C(=O)c1ccccc1Cl
- ROS inducer: -2
OC(CN1CCN(c2cccc(Cl)c2)CC1)Cn1c2ccccc2c2ccccc21 (configuration not stated)
- ROS inducer: -7
CCCn1cc(SCC(=O)N2N=C(c3cccs3)CC2c2ccc(OC)cc2)c2ccccc21 (configuration not stated)
- ROS inducer: 29
C[C@@H]1CN([C@@H](C)CO)C(=O)c2cccc(NC(=O)C3CCOCC3)c2O[C@H]1CN(C)C(=O)Nc1ccc(C(F)(F)F)cc1
- ROS inducer: -7

C[C@@H]1CN([C@H](C)CO)C(=O)Cc2cc(NC(=O)Cc3cn(C)c4ccccc34)ccc2O[C@@H]1CN(C)C(=O)Nc1ccc2c(c1)OCO2
- ROS inducer: 9
C=CCNc1ncnc2c1sc1nc(CCCC)c3c(c12)CCCC3
- ROS inducer: 58
O=C(NCCCN1CCOCC1)NC1(c2ccccc2)CC1
- ROS inducer: -2
Cc1noc(C)c1NC(=O)N(C)C[C@H]1Oc2ccc(NC(=O)Nc3ccc(C(F)(F)F)cc3)cc2CC(=O)N([C@H](C)CO)C[C@H]1C
- ROS inducer: -7
C[C@H]1CN([C@@H](C)CO)C(=O)c2cccc(NS(=O)(=O)c3ccccc3)c2O[C@H]1CN(C)Cc1ccccc1
- ROS inducer: -5
CC(C)NC(=O)N(C)C[C@H]1Oc2ccc(NC(=O)NC3CCCCC3)cc2C(=O)N([C@H](C)CO)C[C@H]1C
- ROS inducer: -1
Cc1ccc(S(=O)(=O)Nc2ccc3c(c2)C(=O)N([C@H](C)CO)C[C@@H](C)[C@@H](CN(C)C(=O)Nc2ccc(F)cc2)O3)cc1
- ROS inducer: -7
C[C@@H]1CN([C@H](C)CO)C(=O)c2cc(NC(=O)Nc3ccc4c(c3)OCO4)ccc2O[C@H]1CN(C)Cc1ccc(C(=O)O)cc1
- ROS inducer: -10
Cn1c(SCC(=O)Nc2ccc(Cl)cc2Cl)nnc1-c1ccc(Br)cc1
- ROS inducer: 0
CCC1=Nc2cc(C(=O)NCCN3CCCCCC3)ccc2Sc2ccc(C)cc21
- ROS inducer: 10
C[C@@H]1CN([C@@H](C)CO)C(=O)CCCn2nncc2CO[C@@H]1CN(C)C(=O)Nc1ccc2c(c1)OCCO2
- ROS inducer: 5
C[C@H]1CN([C@@H](C)CO)C(=O)c2cc(NC(=O)c3ccncc3)ccc2O[C@@H]1CN(C)S(=O)(=O)c1ccc(Cl)cc1
- ROS inducer: 3
O=C1O[C@@H](c2ccccc2)[C@@H](c2ccccc2)N2[C@@H](c3ccccc3OCCO)[C@]3(C(=O)Nc4ccc(C#CCCO)cc43)[C@@H](C(=O)N3CCCCCCC3)[C@H]12
- ROS inducer: 221*
CCOc1cccc(C(=O)Nc2cc3nn(-c4ccccc4)nc3cc2C)c1
- ROS inducer: 26
C[C@@H]1CN([C@@H](C)CO)C(=O)Cc2cc(NS(C)(=O)=O)ccc2O[C@@H]1CN(C)Cc1ccc(Oc2ccccc2)cc1
- ROS inducer: 21

C[C@H](CO)N1C[C@H](C)[C@H](CN(C)S(=O)(=O)c2ccccc2)Oc2ccc(NC(=O)C3CCCCC3)cc2C1=O
- ROS inducer: 26
COc1ccc(NC(=O)N(C)C[C@H]2Oc3ccc(NC(=O)Nc4cccc5ccccc45)cc3C(=O)N([C@@H](C)CO)C[C@H]2C)cc1
- ROS inducer: 8
Cc1noc(C)c1S(=O)(=O)Nc1ccc2c(c1)C(=O)N([C@@H](C)CO)C[C@@H](C)[C@H](CN(C)Cc1ccc3c(c1)OCO3)O2
- ROS inducer: 8
O=C(O)CCCCCCC(=O)N/N=C/c1ccc2ccccc2n1
- ROS inducer: 8
O=C1C(C=NCCc2c[nH]c3ccccc23)=C(O)c2ccccc21
- ROS inducer: 18
COC(=O)c1c(C)oc2ccc(NS(=O)(=O)c3cc(OC)ccc3OC)cc12
- ROS inducer: -10
C[C@H]1CN([C@@H](C)CO)C(=O)c2cc(NC(=O)C3CCCCC3)ccc2O[C@@H]1CN(C)S(=O)(=O)c1ccc(F)cc1
- ROS inducer: -2
CCOc1ccc(C(=O)Nc2ccc(NC(=O)c3ccccc3)c(C)c2)cc1Br
- ROS inducer: 4
CC(C)(C)c1ccc(C(O)CCCN2CCC(C(O)(c3ccccc3)c3ccccc3)CC2)cc1 (configuration not stated)
- ROS inducer: -10
C[C@@H]1CN([C@@H](C)CO)C(=O)c2cccc(NS(=O)(=O)c3ccc(Cl)cc3)c2O[C@H]1CN(C)CC1CC1
- ROS inducer: -2
COc1ccc(NC(=O)N(C)C[C@@H]2Oc3ccc(NC(=O)C4CC4)cc3C(=O)N([C@H](C)CO)C[C@H]2C)cc1
- ROS inducer: -8
C[C@@H]1CN([C@H](C)CO)C(=O)c2cc(NC(=O)CCC(F)(F)F)ccc2O[C@H]1CN(C)C(=O)Nc1ccc(F)cc1
- ROS inducer: 4
O=C1CCC(=O)N1CN(C(=O)C(F)(F)F)c1ccccc1
- ROS inducer: 5
C[C@@H]1CN([C@@H](C)CO)C(=O)c2cccc(NS(=O)(=O)c3cccs3)c2O[C@@H]1CN(C)S(=O)(=O)c1cccs1
- ROS inducer: 4
C[C@@H]1CN([C@@H](C)CO)C(=O)c2cccc(NS(=O)(=O)c3cn(C)cn3)c2O[C@H]1CN(C)CC1CC1
- ROS inducer: -15
C[C@@H]1CN([C@H](C)CO)C(=O)c2cc(NC(=O)CCN3CCOCC3)ccc2O[C@@H]1CN(C)C
- ROS inducer: -3
Cc1ccccc1-c1nc(S(=O)(=O)c2ccc(Cl)cc2)c(NCc2cccnc2)o1
- ROS inducer: 4
